# Screening data from PubChem.
# TAG inh – inhibitors of triacylglycerol accumulation, primary screen, cell-based, uHTS, fluorescence, H9c2; H9c2 cells, Nile Red lipid (TAG) fluorescence; cells loaded with 200 µM oleic acid; inhibition, % at 12.5 µM; AID 651582, 2012; actives 0.66% (n = 230,000);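 active = pattern-corrected inhibition of lipid staining of at least 50% with the nuclear-stain viability signal not falling by more than 50%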;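 also: 0% = DMSO wells and 100% = triacsin C control wells; some results filed as inactive read as strong as hits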
# TAG inh DAPI viability – also measured in TAG inh; calls as there; DAPI nuclei signal change (viability), lower = more cytotoxic, %;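 whole-well DAPI fluorescence read on a plate reader as a viability signal; minus 50 percent equals half of cells still viable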
# Starred values were filed as active, the others as inactive; ! = not confirmed by another sample. A portion of the library (hit frequency here may not be typical).
# Each structure is followed by: TAG inh | TAG inh DAPI viability
CC(=O)Nc1ccc(S(=O)(=O)Oc2ccccc2N2C(=O)C3C4CCC(C4)C3C2=O)cc1 (configuration not stated)
    4 | 0
CCN(CC)CCn1c2c(c(SCC(=O)Nc3cc(C)on3)nc1=O)CCCC2
    12 | 1
O=C(Nc1cccc(Cl)c1)c1cc(F)cc2c1OCOC2
    -4 | 8
CCOC(=O)C1(Cc2ccccc2Cl)CCN(S(=O)(=O)N(C)C)CC1
    -2 | -7
Cc1cc(C(=O)COC(=O)Cn2cnc3c2c(=O)n(C)c(=O)n3C)c(C)n1C
    -2 | -1
O=c1[nH]nc(SCc2ccccc2Cl)n1-c1ccc2c(c1)OCCO2
    12 | -4
CC(=O)Nc1ccc2sccc2c1
    -1 | -1
CCOC(=O)C(C)Sc1ncnc2c1nnn2-c1ccc(F)cc1 (configuration not stated)
    4 | 19
CCOC(=O)C1=C(O)C(=O)N(c2ccc(S(N)(=O)=O)cc2)C1c1cccc([N+](=O)[O-])c1 (configuration not stated)
    0 | 4
O=C(O)CP(=O)(O)O
    7 | 8
O=C(Cc1ccc(Cl)cc1)Nc1ccccc1CO
    -18 | -8
CC(C#N)N1CCN(S(=O)(=O)c2ccc3c(c2)CCC3)CC1 (configuration not stated)
    3 | -6
CCCSc1nc2cc(S(=O)(=O)N3CCOCC3)ccc2n1CC
    12 | -8
CC1(C)CC(=O)C(N=Nc2cccnc2)=C(O)C1
    20 | -15
Fc1ccc(-c2nc3nc4ccccc4nc3n2Cc2ccco2)cc1
    -4 | 5

# A run of entries of the results above:
# Each structure is followed by: TAG inh | TAG inh DAPI viability
O=c1[nH]nc(SCc2ccccc2Cl)n1-c1ccc2c(c1)OCCO2
    12 | -4
CC(=O)Nc1ccc2sccc2c1
    -1 | -1

# Retrieved by compound from the entries so far (4):
# Each structure is followed by: TAG inh | TAG inh DAPI viability
CC(=O)Nc1ccc(S(=O)(=O)Oc2ccccc2N2C(=O)C3C4CCC(C4)C3C2=O)cc1 (configuration not stated)
    4 | 0
CCCSc1nc2cc(S(=O)(=O)N3CCOCC3)ccc2n1CC
    12 | -8
Cc1cc(C(=O)COC(=O)Cn2cnc3c2c(=O)n(C)c(=O)n3C)c(C)n1C
    -2 | -1
CCOC(=O)C1=C(O)C(=O)N(c2ccc(S(N)(=O)=O)cc2)C1c1cccc([N+](=O)[O-])c1 (configuration not stated)
    0 | 4

# Next structures.
# Each structure is followed by: TAG inh | TAG inh DAPI viability
CCOC(=O)N1CCN(CCC(=O)Nc2ccc(OC(F)(F)F)cc2)CC1
    -10 | 15
O=C(Cc1ncc(C(F)(F)F)cc1Cl)N1CCN(c2ccc(F)cc2)CC1
    -6 | 2
CC(=O)Nc1cnc(-c2cccc(C(=O)N(C)C)c2)cn1
    -3 | 1
Cc1ccc(S(=O)(=O)N2CCCCC2)cc1NC(=O)CNC(C)c1ccc(Cl)c(Cl)c1 (configuration not stated)
    -27 | 13
CNc1snc(C)c1C(=O)OCC(=O)N(C)Cc1ccccc1
    1 | 2
Cc1ccc2nsnc2c1NC(=O)Cc1ccc(Cl)cc1
    -4 | -2
Cc1ccc2c(cnn2C(=O)CCCC(=O)NCc2cccc(F)c2)c1
    -6 | 14
COc1ccc(NS(=O)(=O)c2cc(N)ccc2N2CCCC2)cc1
    -17 | 3
COc1ccc(CCNC(=O)COC(=O)COc2ccc(C#N)cc2)cc1
    12 | -6
Nc1c(C(=O)N/N=C/c2ccc(Cl)cc2)cnn1-c1ccccc1
    13 | 0
COc1ccccc1OCC(=O)N1CCN(S(=O)(=O)c2ccc(Cl)cc2)CC1
    14 | -8
CCNC(=O)C1CCN(S(=O)(=O)c2ccc(F)cc2)CC1
    2 | -1
CCCCN(C)C(=O)c1ccc(CS(=O)(=O)c2ccccc2C)o1
    4 | 6
O=C(NNC(=O)c1cc(-c2ccncc2)nc2ccccc12)c1ccccc1F
    1 | 3
O/N=C(\Cn1ccnc1)c1ccccc1
    -1 | 1
CCOC(=O)[C@H](CCc1ccccc1)N[C@H]1CCc2ccccc2N(CC(=O)O)C1=O
    1 | -4
FC(F)(F)c1cc(CCN2C(=S)NC[C@@H]2Cc2ccccc2)cc(C(F)(F)F)c1
    -1 | 6
Cc1ccc(N(C(=O)C2CCC(=O)N2)C2(C(=O)NC3CCCC3)CCCCC2)cc1 (configuration not stated)
    -9 | 14
Cc1nc2c(OCc3ccc(C(F)(F)F)cc3)cccn2c1N(C)C(=O)CCC1CCCC1
    -5 | -1
O=C(NC1CCCCNC1=O)c1ccccc1 (configuration not stated)
    -5 | 5
OC(COc1ccc2c(c1)OCO2)CN1CCCCC1 (configuration not stated)
    -2 | -3
CN(Cc1ccccc1)c1nc(-c2ccc([N+](=O)[O-])cc2)nc2ccccc12
    -4 | -15
CC(C)NC(=S)N=Nc1c(O)[nH]c2ccc([N+](=O)[O-])cc12
    19 | -19
O=C(Cc1ccc(S(=O)(=O)N2CCOCC2)s1)NCCC(c1ccccc1)c1ccccc1
    25 | 2
CC(=O)c1ccc(N2CCN(C(=O)c3cc4c(-c5ccccc5F)nn(C)c4s3)CC2)cc1
    13 | 2
CCC1(c2ccccc2)NC(=O)N(CC(=O)NCCN2C(=O)S/C(=C\c3cccnc3)C2=O)C1=O (configuration not stated)
    12 | -6
CC(=O)Oc1ccc(N2C(=O)C3C(C2=O)C2C=CC3C23CC3)cc1[N+](=O)[O-] (configuration not stated)
    -16 | 7
CCCOc1cccc(NC(=O)c2cc(C)oc2C)c1
    2 | -6
Cc1ccc2cc(CCNC(=O)c3cccc([N+](=O)[O-])c3)c(=O)[nH]c2c1
    1 | -10
Cc1cccc2c(N=O)c(O)[nH]c12
    3 | -5
CCOP(=O)(/C(C#N)=C(/O)c1ccccc1)c1ccccc1 (configuration not stated)
    6 | 0
Cc1onc(-c2c(Cl)cccc2Cl)c1C(=O)ONC(=O)c1ccccc1
    7 | -8
Cc1ccc(NC(=O)CCc2nc3sc4c(c3c(=O)[nH]2)CCCC4)nc1
    -6 | -3
Cc1cc(C)n2nc(SCC(=O)NC3(C#N)CCCCC3)nc2n1
    -4 | 0
CC(C)Oc1ccc(N2CC(C(=O)NC3=NCCS3)CC2=O)cc1 (configuration not stated)
    13 | -2
O=C(CC1(O)C(=O)Nc2ccccc21)c1cccc(-n2cccc2)c1 (configuration not stated)
    -1 | -2
COc1ccc(/C(C)=N/Nc2nccnc2Cl)cc1
    -2 | -1
COCCn1c(C)cc(C(=O)COC(=O)CNC(=O)c2ccccc2)c1C
    2 | -3
COCC(C)n1c(C)cc(C(=O)CSc2nc3ccccc3c(=O)[nH]2)c1C (configuration not stated)
    -1 | -6
CCCCn1c(N)c(N(CCC(C)C)C(=O)COC(=O)c2ccccc2)c(=O)[nH]c1=O
    -9 | -10
CC1CCN(c2c(NCc3ccc(C(=O)NCC4COc5ccccc5O4)cc3)c(=O)c2=O)CC1 (configuration not stated)
    18 | -3
CC(C)C(O)(C#CCN1CCCC1)c1ccccc1 (configuration not stated)
    -9 | -5
COc1cc(CNC(=O)Nc2nnc([C@@H]3C[C@H](O)[C@@H](CO)O3)s2)cc(OC)c1OC
    -6 | 6
Fc1ccc2[nH]c3c(c2c1)CN(C(=S)NCc1ccccc1)CC3
    15 | 7
CCCCC(CC)C(=O)Oc1ccc(O)c(C(C)(C)C)c1 (configuration not stated)
    -7 | 8
O=C(Nc1ccc(N2CCOCC2)c(Cl)c1)c1ccc([N+](=O)[O-])o1
    84 | -71
CC12CC3(C)CC(C)(C1)CC(C(=O)NC(=S)NC(C)(C)C)(C2)C3
    -5 | 3
CC(=O)NCC(=O)OCC(=O)Nc1ccc(C(C)=O)cc1
    -7 | 0
Cc1cc(C(=O)OCC(=O)c2cccc([N+](=O)[O-])c2)c2cccc(C)c2n1
    1 | -11
COC(=O)c1ccccc1NC(=O)CSc1nc(O)c(-c2ccccc2)c(=O)[nH]1
    3 | 3
Cc1ccc2sc(-c3ccc(NC(=O)/C=C\C(=O)O)cc3)nc2c1
    -24 | 36
CC(C)(C)[C@@H]1C=C(C(=O)O)[C@H](c2ccc(Cl)cc2)N1S(=O)(=O)c1ccccc1
    0 | 2
Cc1ccc(-c2nnc(Nc3ccc(C(=O)N(C)C)cc3)c3ccccc23)cc1S(=O)(=O)NC(C)(C)CO
    4 | 4
O=C(COc1ccc(Cl)cc1Cl)NN=C1c2ccccc2-c2ccccc21
    51* | 23*
CC(=O)Nc1ccc(CNc2nc(NCc3cccs3)nc3ccsc23)cc1
    -5 | 6
COc1cccc(NC(=O)N2CCc3nc(Nc4ccc(C(C)C)cc4)ncc3C2)c1
    71* | -4.9*
COc1cc(C#N)ccc1OC(=O)C1CCN(C(=O)c2ccc(F)cc2)CC1
    -6 | 12
COc1ccc(C(=O)N2CCN(c3c(C)cccc3C)CC2)cc1OC
    -3 | 1
N#Cc1ccccc1OCc1cn(CC(=O)c2ccc(O)cc2)nn1
    12 | -9
O=C(O)CSCC(=O)NCc1ccc(Cl)cc1
    13 | -9

# (listing goes on)
# Each structure is followed by: TAG inh | TAG inh DAPI viability
O=C(NCC1CCCO1)c1ccc2nc(N3CCCCC3)sc2c1 (configuration not stated)
    2 | -9
CCC(C)c1ccc(NC(=O)c2ccco2)cc1 (configuration not stated)
    -9 | 13
CSC1=NC(=O)/C(=C/c2ccc(SC)cc2)S1
    4 | 5
COc1ccc(-c2nn(CCC(=O)O)cc2/C=N/NC(N)=S)cc1
    4 | -5
COc1ccc(S(=O)(=O)N(C)C[C@H]2Oc3c(NC(=O)NC(C)C)cccc3C(=O)N([C@H](C)CO)C[C@@H]2C)cc1
    -19 | -5
CCCOc1ccc(N2CC(C(=O)Nc3ccccc3F)CC2=O)cc1 (configuration not stated)
    -18 | 0
Cc1cccc(N2CCN(C(=O)C3CC(=O)N(c4ccc5c(c4)OCCO5)C3)CC2C)c1 (configuration not stated)
    1 | 2
Cc1ccccc1OCCC(=O)OCC(=O)NCCc1ccccc1
    -30 | -1
CN1Cc2c(N3CCOCC3)nc3sc(C#N)c(N)c3c2CC1(C)C
    21 | 30
COc1ccc(-n2nnnc2SCC(=O)c2ccc(O)c(O)c2)cc1
    2 | -6
O=C(CN1C(=O)C2CCCCC2C1=O)Nc1nc(-c2ccccn2)cs1 (configuration not stated)
    -6 | -3
Cc1ccc2oc(=O)c3cnn(CC(=O)N4CCCCCC4)c3c2c1
    4 | -3
COCCN(C(=O)COC(=O)C1(C)CC1(Cl)Cl)c1c(N)n(Cc2ccccc2)c(=O)[nH]c1=O (configuration not stated)
    19 | -10
CCOc1ccc(C(C)=O)cc1COC(=O)c1ccc2c(c1)NC(=O)CS2
    2 | 0
Cc1ccc(C(=O)NCCC2=CCCCC2)cc1S(=O)(=O)N1CCCCC1
    -19 | 2
CCn1cc(C2=NCCO2)c2ccccc21
    -5 | -4
Cc1cc(C)c(S(=O)(=O)N2CCOC2CNC(=O)C(=O)NCc2cccnc2)c(C)c1 (configuration not stated)
    -7 | -2
O=S(=O)(c1cnc[nH]1)N1CCN(c2ccc(F)cc2)CC1
    0 | 1
Cc1cccc(N(NC(=O)C(C)(C)O)C(=O)c2ccccc2)c1
    -6 | 6
O=C(NNC(=O)C1CC1)c1ccc(F)cc1F
    4 | -3
Cc1c(NC(=O)c2noc3c2CCc2ccccc2-3)c(=O)n(-c2ccccc2)n1C
    7 | -5
COc1cc(NC(=O)CN2C(=O)NC(C)(CC(C)C)C2=O)cc(OC)c1 (configuration not stated)
    -19 | -6
CCCCOC(=O)c1cccc(NC(=O)CC)c1
    12 | -3
COc1ccc(/C(N)=N/OC(=O)C2CCC(=O)N2S(=O)(=O)c2ccc(C)cc2)cc1OC (configuration not stated)
    -1 | 6
COc1cccc(-c2cc(C(F)(F)F)nc(N3CCN(c4ccccc4)CC3)n2)c1
    -123 | 5
CC(C)Oc1cccc(C(=O)NC(=S)Nc2cccc(NC(=O)c3ccccc3Cl)c2)c1
    -6 | 5
CCOC(=O)CSc1nnc(NC(=O)C2CC(=O)N(c3ccc(F)cc3)C2)s1 (configuration not stated)
    20 | 1
Cc1ccc(C(=O)Nc2cccc(C(F)(F)F)c2)cc1NC(=O)c1nccn1C
    96*! | -34*!
CC1CCCCN1C(=O)COC(=O)C1CCN(S(=O)(=O)c2c(Cl)cccc2Cl)CC1 (configuration not stated)
    -18 | -7
COc1ccc(C=NNC(=O)CCCCC(=O)NN=Cc2ccc(OC)cc2)cc1
    -12 | 0
O=C(Oc1coc(CSc2ncccn2)cc1=O)c1cccs1
    8 | 0
CCCn1c(SCC(=O)Nc2cccc(C)n2)nc2c1c(=O)n(C)c(=O)n2C
    -9 | 18
COc1ccc(-c2nn(-c3ccccc3)cc2C(=O)N/N=C/c2ccc([N+](=O)[O-])o2)cc1
    21 | 2
CCN1CCN(C(=S)NC(=O)c2cccc(Br)c2)CC1
    15 | -4
O=C1c2ccccc2/C(=C\c2ccc(Br)s2)N1c1ccccc1
    5 | 0
CCCCNc1cc(C)nc(N2CCOCC2)n1
    -4 | 17
COC(=O)c1c(N2C(=O)CCC2=O)sc2c1CCCC2
    -8 | -2
C#CCOCCOCCOCCNc1nc(N2CCN(C(=O)[C@H]([C@@H](C)CC)n3cc(CCCN=C(N)N)nn3)CC2)nc(N2CCN(C(=O)[C@H](CCCCN)n3cc(CCC(=O)O)nn3)CC2)n1
    -36 | 10
CCCCN(C)C(=O)C1CCN(c2ccc(S(=O)(=O)N3CCOCC3)cc2[N+](=O)[O-])CC1
    -11 | -1
CC(C)CCNC(=O)C1(C)CCN1Cc1ccc(-c2ccccn2)cc1 (configuration not stated)
    -15 | 9
Cc1nc2c(o1)C(=O)c1ccccc1C2=Nc1ccccc1
    105 | -57
O=C(CCn1c(=S)oc2ccccc21)NC1CCCCCCC1
    -1 | 4
COCCN1Cc2cccc(C(=O)Nc3cc(C)cc(C)c3)c2C1=O
    -19 | 11
CC1Oc2ccccc2N(Cc2cccc(F)c2)C1=O (configuration not stated)
    -8 | 12
Cc1nc(CS(=O)(=O)c2ccccn2)sc1C(=O)NNC(=O)c1c(F)cccc1Cl
    -18 | 24
